HP1b chromo inh: HTS for Inhibitors of HP1-beta Chromodomain Interactions with Methylated Histone Tails. AID 540317, 2011. Chromobox protein homolog 1 (Homo sapiens), P83916. AlphaScreen HP1-beta / biotin-H3K9me3 peptide binding. Potency, µM (doses to about 114 µM), without a hit: top-dose activity change, negative = inhibition, most hits filed as inhibitors. 0.56% of 390,000 active; further: potency means the concentration at half of the fitted maximal effect; nearly all actives have a fitted effect of over 70% in size; inactives centre near 23
Target sequence (P83916 whole entry, looked up): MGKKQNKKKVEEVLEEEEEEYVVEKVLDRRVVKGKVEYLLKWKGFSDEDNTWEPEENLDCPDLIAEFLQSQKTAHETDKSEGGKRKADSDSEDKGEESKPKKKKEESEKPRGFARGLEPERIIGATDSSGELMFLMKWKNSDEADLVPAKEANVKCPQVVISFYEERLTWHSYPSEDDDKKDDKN
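AlphaScreen: HP1-beta (50 nM) preformed 30 min with biotin-H3(1-18)K9me3 peptide (50 nM) in PBS pH 7.4, 0.01% Tween-20. Compound added for 30 min at RT, then streptavidin donor/nickel chelate acceptor beads (10 ug/mL) for 30 min.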
JMJD2A Tudor inh: qHTS Assay for Inhibitors of JMJD2A-Tudor Domain | Lysine-specific demethylase 4A (Homo sapiens), O75164 | AlphaScreen JMJD2A-Tudor / H3K4me3 peptide binding | Potency, µM (series often up to 114 µM), inactives show top-dose activity change, negative = inhibition, most hits filed as inhibitors | 4.4% of 390,000 active | AID 504339, 2011; further: potency means the concentration at half of the fitted maximal effect; on the % scale 0 is the no-effect control and ±100 the full control effect; nearly all actives have a fitted effect of over 50% in size
Tb PGK inh: qHTS Assay to Find Inhibitors of Phosphoglycerate Kinase; 0.043% of 380,000 active; Phosphoglycerate kinase, glycosomal (Trypanosoma brucei brucei), P07378; Potency, µM (doses to about 57.5 µM), without a hit: at the top dose activity change, negative = inhibition, hits mostly inhibitors; PGK/GAPDH coupled, Kinase-Glo luminescence, 60 min; further: potency means the concentration at half of the fitted maximal effect; on the % scale 0 is the no-effect control and ±100 the full control effect; nearly all actives have a fitted effect of over 60% in size
Target sequence (P07378 whole entry, looked up): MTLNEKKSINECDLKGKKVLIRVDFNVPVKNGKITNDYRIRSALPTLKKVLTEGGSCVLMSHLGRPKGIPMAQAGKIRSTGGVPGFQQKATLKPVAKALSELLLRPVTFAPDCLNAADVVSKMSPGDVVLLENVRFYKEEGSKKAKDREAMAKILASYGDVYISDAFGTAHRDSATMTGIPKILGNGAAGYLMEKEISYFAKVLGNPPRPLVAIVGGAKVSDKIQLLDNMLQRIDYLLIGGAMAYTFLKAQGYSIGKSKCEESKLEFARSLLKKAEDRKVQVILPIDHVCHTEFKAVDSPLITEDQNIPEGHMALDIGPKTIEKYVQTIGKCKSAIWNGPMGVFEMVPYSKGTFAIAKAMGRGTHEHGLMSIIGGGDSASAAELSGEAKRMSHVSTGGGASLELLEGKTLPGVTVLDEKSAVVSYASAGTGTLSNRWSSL
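Luminescent ATP detection (Kinase-Glo Plus) follows a 60-minute room-temperature incubation, with wells lacking PGK as controls. Buffer: 100 mM TEA (pH 7.6), 5 mM MgCl2, 0.01% Tween-20. Coupling enzyme GAPDH (100 nM final) supplies unstable 1,3-BPG in-well.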
PI4K2A inh: qHTS for small molecular inhibitors of PI4K2A; purified PI4K2A, ADP-Glo luminescence, 1 h; hits give low values; 0.13% of 420,000 active; activity change, negative = inhibition, % at 76.9 µM; Phosphatidylinositol 4-kinase type 2-alpha (Homo sapiens), Q9BTU6; AID 1346378, 2018; in the data active means activity change below about -50%; inconclusive means mostly about -30% to -49%;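 further: -100% = wells without enzyme as full effect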
Target sequence (Q9BTU6 whole entry, looked up): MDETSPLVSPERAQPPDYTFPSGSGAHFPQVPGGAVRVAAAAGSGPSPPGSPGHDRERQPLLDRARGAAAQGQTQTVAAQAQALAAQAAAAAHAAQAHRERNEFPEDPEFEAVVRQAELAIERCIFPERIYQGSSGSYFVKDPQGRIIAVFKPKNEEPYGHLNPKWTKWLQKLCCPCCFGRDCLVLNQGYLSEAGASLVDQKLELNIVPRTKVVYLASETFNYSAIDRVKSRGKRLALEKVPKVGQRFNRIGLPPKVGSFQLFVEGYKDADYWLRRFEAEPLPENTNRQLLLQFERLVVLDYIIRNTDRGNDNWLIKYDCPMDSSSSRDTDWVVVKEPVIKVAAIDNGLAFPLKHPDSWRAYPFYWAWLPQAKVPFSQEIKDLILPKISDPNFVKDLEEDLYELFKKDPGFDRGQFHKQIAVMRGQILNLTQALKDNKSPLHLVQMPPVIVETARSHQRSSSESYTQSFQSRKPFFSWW
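Compounds are screened against recombinant PI4K2A using PI as substrate and ATP, the latter dispensed at 300 microM. Reactions run one hour at ambient temperature before ADP-Glo detection; full inhibition defined by wells lacking enzyme.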
G9a block: qHTS Assay for Inhibitors of Histone Lysine Methyltransferase G9a; G9a H3K9 monomethylation, AlphaScreen, 2 h; Potency, µM (highest dose often 102 µM), for the others: at the top dose activity, negative = inhibition, hits mostly inhibitors; 8.8% of 350,000 active; AID 504332, 2011; further: potency means the concentration at half of the fitted maximal effect; on the % scale 0 is the no-effect control and ±100 the full control effect; nearly all actives have a fitted effect of over 75% in size
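Chemiluminescent proximity detection of H3K9 monomethylation, read after 10 min bead incubation in the dark. Reaction: 20 nM G9a, 500 nM biotin-H3K9 peptide, 20 uM SAM cofactor, 2 h, room temperature, following 15 min enzyme-compound preincubation.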
Pin1 inhibitor: qHTS Assay to Find Inhibitors of Pin1 | Peptidyl-prolyl cis-trans isomerase NIMA-interacting 1 (Homo sapiens), Q13526 | Pin1 FP peptide displacement, HiFluor488, 10 min | Potency, µM (doses to about 115 µM), for the others: at the top dose activity, negative = inhibition, hits mostly inhibitors | 0.009% of 390,000 active; active means well fitted inhibition curve with a large enough effect in the polarisation, with a control signal flat, not every such curve was filed as active; inconclusive means small, poorly fitted or top-dose-only effect, or effect the other way, or a change in a side signal; inactive means no such curve, though single readings can be large or run the other way; the % refers to the polarisation; further: potency means the concentration at half of the fitted maximal effect; on the % scale 0 is the no-effect control and ±100 the full control effect
ERG-DNA inh: qHTS for Small Molecule Inhibitors of the ERG Ets/DNA interaction | 0.028% of 370,000 active | AID 624246, 2012 | Potency, µM (titrated, usually from 76.9 µM), without a hit: at the highest dose FP activity, negative = inhibition, actives largely listed as inhibitors | Transcriptional regulator ERG (Homo sapiens), P11308 | fluorescence polarization, His-ERG Ets domain / labelled DNA; active means well fitted inhibition curve with a large enough effect in the polarisation, with a control signal flat; inconclusive means small, poorly fitted or top-dose-only effect, or effect the other way, or a change in a side signal; inactive means no such curve, though single readings can be large or run the other way; the % refers to the polarisation;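 further: polarization taken with two DNA probes labelled with fluorescein and Texas red; potency means the concentration at half of the fitted maximal effect; % of control where 0% means no effect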
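His-tagged ERG Ets domain (1 uM in the protein solution; 300mM KCl, 50mM Tris-HCl, 1mM EDTA, 1mM DTT, pH 7.5) received compound, then a probe mix of 5 nM fluorescein-DNA and 100nM Texas-615-DNA. Fluorescence polarization was read for both dyes.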
BAZ2B block: qHTS Assay for Inhibitors of BAZ2B; Potency, µM (highest dose often 114 µM), for the others: top-dose activity change, negative = inhibition, most hits filed as inhibitors; Bromodomain adjacent to zinc finger domain protein 2B (Homo sapiens), Q9UIF8; AlphaScreen BAZ2B-H3K14Ac peptide displacement; AID 504333, 2011; 4.4% of 360,000 active; further: potency means the concentration at half of the fitted maximal effect; on the % scale 0 is the no-effect control and ±100 the full control effect; nearly all actives have a fitted effect of over 60% in size
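AlphaScreen luminescence quantifies BAZ2B engagement of H3K14Ac peptide; the protein and biotinylated peptide are both at 50 nM final, buffer PBS pH 7.4 with 0.01% Tween-20, all steps at room temperature.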
GLS inh: qHTS for Inhibitors of Glutaminase (GLS); Potency, µM (top dose mostly 45.5 µM), for the others: top-dose activity change, negative = inhibition, most hits filed as inhibitors; 0.21% of 410,000 active; Glutaminase kidney isoform, mitochondrial (Homo sapiens), O94925; GLS enzymatic activity, qHTS titration; AID 624170, 2012; further: potency means the concentration at half of the fitted maximal effect; on the % scale 0 is the no-effect control and ±100 the full control effect
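Human kidney-isoform GLS in 45 mM KH2PO4 pH 8.2, 0.02% Tween-20, with compound, started with 1mM L-Glutamine (added stock). Glutamate oxidase/HRP/Amplex red coupled fluorescence read at start and after 30 min at RT.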
* hit, by the source's call; i = inactive; ? = inconclusive; nt = no result given; [ ] = dose if it differs, or a comment. Unless noted, the call rests on the fitted dose curve; in most records, active means well fitted curve in the direction sought with a large enough effect; inconclusive means small, poorly fitted or top-dose-only effect, or another doubt; inactive means no such curve, though single readings can be large; an effect the other way counts as inactive or inconclusive.

SMILES	HP1b chromo inh	JMJD2A Tudor inh	Tb PGK inh	PI4K2A inh	G9a block	Pin1 inhibitor	ERG-DNA inh	BAZ2B block	GLS inh
Cc1ccc(S(=O)(=O)n2c(=O)oc3ccccc32)cc1	72%[activator]	28%	-6%	3	22%	4%	13%	-2%	9%
Cc1cc(C)c2nc(N3CCC(C(=O)NCCCN4CCCC4=O)CC3)sc2c1	21%	-11%	-12%	2	16%	-5%	2%	-12%	1%
Cc1ccccc1S(=O)(=O)Cc1ccc(C(=O)N2CCN(c3ncccn3)CC2)o1	35%	-10%	-5%	-8	-40%[12.7 µM]	0%	4%	-31%	-3%
CCCNC(=O)N1CCC(C(=O)c2ccc(F)cc2)CC1	21%	1%	1%	2	-16%[12.7 µM]	1%	3%	0%[57.1 µM]	-5%
COc1ccc(CNC(=O)c2cccnc2Sc2ccc(C)c(C)c2)cc1	47%[activator]	-12%	0%	-8	4%	3%	2%	10%	7%
CN(c1ccc(C(=O)NCc2ccco2)cc1)S(C)(=O)=O	-26%	?	-3%	-1	17%[12.7 µM]	8%	3%	-5%	-2%
COc1cccc(C2CC(C(F)(F)F)n3nc(C(=O)NCc4cccnc4)cc3N2)c1 (stereo unspecified)	54%[activator]	-12%	nt	7	11%[12.7 µM]	-4%	nt	7%	-9%
CC(C)NC(=O)N(C)C[C@H]1Oc2c(NS(=O)(=O)c3cccs3)cccc2C(=O)N([C@H](C)CO)C[C@@H]1C	35%	-14%	2%	2	nt	-4%	-6%	nt	5%
Cc1ccc(C)c(S(=O)(=O)NCCCN2CCOCC2)c1	43%[activator]	-4%	2%	8	?	0%	14%	-16%	-1%
O=C(CN1CCc2ccccc21)Nc1ccc2c(c1)OCCCO2	-1%	-22%	-5%	0	-50%[59 µM]	-1%	-2%	?	30%
CC(C)(C)SCCNC(=O)CN(c1ccc(F)cc1)S(=O)(=O)c1ccccc1	14%	-4%	3%	2	0%	-1%	4%	-1%	0%
CC(=O)N1CCC(=NNC(=O)c2cc3ccccc3cc2O)CC1	51%[activator]	12%	-1%	-2	-14%	-5%	0%	-3%	?
Cc1sc2nc(SCC(=O)NCc3ccco3)[nH]c(=O)c2c1C	47%[activator]	-5%	i	3	-32%	30%	-11%	3%	-6%
Cc1cc(C(=O)CSc2nc3ccccc3n2CCC#N)c(C)n1Cc1cccs1	19%	-11%	-6%	-16	-39%[12.7 µM]	14%	-6%	-28%	-3%
Cc1ccc2ccc(C3C(=O)c4ccccc4C3=O)nc2c1	8%	-7%	-6%	9	nt	?	-2%	nt	-2%
OC1CCCC1	33%	-6%	-1%	-4	8%[0.501 µM]	-11%	1%	-2%	-3%
Cc1cccc(OCC(O)Cn2c(NCc3cccnc3)nc3c2c(=O)[nH]c(=O)n3C)c1 (stereo unspecified)	32%[activator]	-10%	-5%	-5	-9%	2%	-5%	-5%	6%
Cn1c(=O)c2c(nc(SCC(=O)N3CCc4ccccc4C3)n2C)n(C)c1=O	8%	-12%	-9%	13	2%[59 µM]	-7%	1%	nt	-5%
Oc1ccc[n+](CC(O)c2ccccc2)c1 (stereo unspecified)	40%[activator]	?	6%	-3	-4%[2.33 µM]	?	9%	10%	6%
COc1cc(C2CC(=O)c3cnc(N4CCN(Cc5ccccc5)CC4)nc3C2)cc(OC)c1OC (stereo unspecified)	-20%	-36%	i	3	?	0%	-1%	-36%	7%
Cc1ccc(N(CC(=O)NCc2ccccc2Cl)S(=O)(=O)c2cccs2)cc1	14%	-10%	i[11.5 µM]	0	4%	22%	nt	3%	6%
N#CC1=C2SCC(O)(c3ccccc3)N2C(=O)CC1c1ccccc1 (stereo unspecified)	12%	-33%	0%	1	40µM*	?	-18%	?	10%
CCNC(=S)N/N=C/c1c(C)nn(-c2cccc(Cl)c2)c1Cl	33%	1%	-2%	-1	0%[59 µM]	1%	2%	-3%	9%
CCOc1ccccc1Oc1cn[nH]c1-c1ccc(OCC(=O)NN)cc1O	2%	-35%	-6%	0	21%	-4%	14%	15%	10%
COCC(=O)Nc1nc2n(n1)C(c1ccc(Cl)cc1)CC(c1ccc(OC)cc1)N2 (stereo unspecified)	53%	?	12%	4	79µM*	?	8%	?	4%

The list continues.
SMILES	HP1b chromo inh	JMJD2A Tudor inh	Tb PGK inh	PI4K2A inh	G9a block	Pin1 inhibitor	ERG-DNA inh	BAZ2B block	GLS inh
CC1CC(C)CN(c2ccc(C(=O)OCC(=O)NC3CCCc4ccccc43)cc2[N+](=O)[O-])C1 (stereo unspecified)	-7%	-2%	4%	7	?	-4%	0%	-37%	0%
CCOc1ccc(CC(=O)NC2CC(=O)N(c3ccc(C)c(C)c3)C2)cc1 (stereo unspecified)	16%	1%	5%	3	17%[59 µM]	-10%	-3%	-2%	3%
COc1ccc(C2C3=C(Nc4ncnn42)c2ccccc2CCC3)cc1 (stereo unspecified)	17%	-18%	nt	-3	?	-1%	nt	-8%	-8%
O=c1[nH]c(-c2ccccc2)c(-c2ccccc2)nc1[N+](=O)[O-]	3%	-14%	-8%	-2	50µM*	-1%	20%	0%	5%
O=c1[nH]c2ccc(F)cc2[nH]c1=O	20%	-7%	-2%	-3	-39%	3%	-3%	-9%	-2%
CCOC(=O)C1(Cc2cccc(Cl)c2)CCCN(C(=O)c2occc2C)C1 (stereo unspecified)	13%	?	-6%	9	-3%[0.501 µM]	0%	1%	-12%	1%
COc1cc(Nc2nc(SCC(=O)c3ccc(Br)cc3)nc3ccccc23)cc(OC)c1	34%	-24%	-3%	-4	3%[59 µM]	40%[activator]	17%	-9%	-4%
O=c1nc(SCc2ccc(Cl)cc2)nc(-c2ccccc2)[nH]1	17%	-11%	-7%	2	nt	19%	-5%	-13%	-13%
CC(C)(C)OC(=O)NCCOC(=O)c1[nH]cnc1C(=O)NCc1ccccc1	48%[activator]	-8%	-3%	1	-17%[0.501 µM]	-5%	13%	-6%	-1%
CCn1c(SCC(=O)Nc2ccccc2)nnc1-c1ccc(S(=O)(=O)N2CCOCC2)cc1	18%	-7%	-1%	2	-14%	12%	1%	-4%	-19%
COc1ccc(NC(=O)c2ccc3c(c2)NC(=O)CS3)cc1	12%	56µM*	-6%	2	?	7%	5%	9%	-4%
CCN(CC)C(=O)Oc1ccc(Br)c2ccccc12	133%[activator]	79%[activator]	10%	-2	260%[activator]	15%	13%	108%[activator]	11%
CCOC(=O)c1c(C)oc2c1c(C=NCCC(=O)O)c(O)c1ccccc12	24%	-24%	16%	-18	50µM*	?	-1%	?	-6%
Cc1cc(/C=N/NC(=O)c2ccncc2)c(C)n1-c1cccc(C(F)(F)F)c1	?	?	-3%	0	?	-1%	-4%	?	0%
CC1(C)Oc2ccc3ccc(=O)oc3c2-c2cn[nH]c21	19%	0%	i	1	?	7%	-5%	-32%	-1%
CCN(CC)c1ccc(N=Nc2ncn[nH]2)cc1	10%	?	-10%	0	1µM*	80%[activator]	13%	nt	2%
CSc1ncccc1C(=O)OCC(=O)c1cc(C)n(CC2CCCO2)c1C (stereo unspecified)	?	?	-1%	-4	?	6%	-2%	-29%	0%
CO/N=C(\c1nonc1N)N1CCN(c2ccc([N+](=O)[O-])cc2Cl)CC1	4%	-24%	1%	5	nt	10%	6%	-3%	5%
COCCSc1nnc(NC(=O)C2CC(=O)N(CCc3ccc(F)cc3)C2)s1 (stereo unspecified)	60%[activator]	-7%	3%	-3	?	7%	-2%	-20%	-9%
CCOc1ccc(NC(=O)CN(C)C(=O)C2CCN(C(=O)c3ccc(Cl)cc3)CC2)cc1OCC	24%	-22%	2%	-1	29%[12.7 µM]	-2%	12%	4%	1%
CCc1nnc(NC(=O)Cc2ccc(OC)c(OC)c2)s1	29%	-15%	-4%	-2	3%	1%	-9%	-29%	4%
Cc1ccc(N(C(=O)CNC(=O)c2cccs2)C(C(=O)NC2CCCC2)c2ccncc2)cc1 (stereo unspecified)	31%	9%	-9%	27	-16%	-2%	7%	-20%	-11%
CCN1CCN(Cc2coc3ccc(C)cc3c2=O)CC1	28%	-29%	-1%	-1	-42%[2.33 µM]	-3%	5%	?	2%
Cc1nc2cccc(C(=O)Oc3ccc([N+](=O)[O-])cc3)c2o1	23%	-33%	2%	3	0%	8%	-4%	-6%	-6%

Full records from above. Screens in order: HP1b chromo inh	JMJD2A Tudor inh	Tb PGK inh	PI4K2A inh	G9a block	Pin1 inhibitor	ERG-DNA inh	BAZ2B block	GLS inh
CCOC(=O)c1c(C)oc2c1c(C=NCCC(=O)O)c(O)c1ccccc12 is listed as 24%	-24%	16%	-18	50µM*	?	-1%	?	-6%
COCCSc1nnc(NC(=O)C2CC(=O)N(CCc3ccc(F)cc3)C2)s1 (stereo unspecified) is listed as 60%[activator]	-7%	3%	-3	?	7%	-2%	-20%	-9%

Screening results as filed in PubChem BioAssay.
